# Screening data: PubChem, National Center for Advancing Translational Sciences (NCATS)
# Nrf2 block – blocks Nrf2 signaling. A549 ARE-Fluc reporter, luciferase luminescence, 18-24 h. actives 2.1% (n = 360,000). Potency, µM (titrated, usually from 46 µM), for inactives: top-dose activity change, negative = inhibition, actives largely listed as inhibitors. AID 504444; also: potency is read from the fitted curve at half-maximal effect; % is scaled to controls: 0 for no effect and ±100 for the full control effect; nearly all actives have a fitted effect of over 60% in size
#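 Two sequential reads on A549 ARE_Fluc cells exposed to compound for 18-24 h: a CellTiter-Fluor fluorescence read for viability, then a luciferase luminescence read for Nrf2/ARE activity.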
# A549 tox – counter-screen for Nrf2 inhibitors: cytotoxicity in A549 cells. A549 ARE-Fluc cells, CellTiter-Fluor viability, 18-24 h. Potency, µM (titrated, usually from 46 µM), without a hit: at the highest dose activity change, negative = cytotoxicity, usual class: inhibitors. actives 0.16% (n = 390,000). AID 504648; also: potency is read from the fitted curve at half-maximal effect; % is scaled to controls: 0 for no effect and ±100 for the full control effect
#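 Cytotoxicity counterscreen: CellTiter-Fluor fluorescence was measured in A549 ARE_Fluc cells after 18-24 h of compound exposure in a concentration series. The subsequent BugLite luminescent read reports ARE-luciferase activity.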
# TGFb inhibitor – blocks TGF-b signaling | actives 1.2% (n = 410,000) | HepG2 CAGA-GFP TGF-b/SMAD3 reporter, GFP fluorescence, 18 h; TGF-beta stimulated, 500 pg/mL final | AID 588855 | Potency, µM (top dose mostly 46.1 µM), inactives show at the highest dose activity, negative = inhibition, usual class: inhibitors; also: potency is read from the fitted curve at half-maximal effect; % is scaled to controls: 0 for no effect and ±100 for the full control effect; nearly all actives have a fitted effect of over 65% in size
#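 Inhibition of TGF-beta-driven CAGA-GFP reporter expression in HEPG2 cells is measured by cellular GFP fluorescence after 18 h stimulation with 500 pg/mL recombinant TGF-beta in 1% FBS medium at 37 degrees C.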
# Nrf2 activator – activates Nrf2 signaling. AREc32 ARE-luciferase reporter (MCF7-derived line), luminescence, 24 h. Potency, µM (doses to about 46.1 µM), for the others: at the top dose activation, actives largely listed as activators. actives 0.31% (n = 410,000). AID 624171; also: potency is read from the fitted curve at half-maximal effect; % of control where 0% means no effect; nearly all actives have a fitted effect of over 65% in size
#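 AREc32 cells carrying an ARE-driven firefly luciferase, 1000 cells/well in OPTI-MEM with 5% FBS, dosed after overnight attachment and incubated 24 hr at 37 deg C. Steady-Glo luminescence read after 30 min at RT.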
# IL2 activator – activates IL-2 in a cell-based reporter assay; IL-2 activation reporter assay, cell-based qHTS; stimulated with anti-CD3/CD4/CD28 beads; in transgenic mouse T cells; activation, % (series mostly up to about 46 µM); actives 0.065% (n = 360,000); AID 652025; in the data active = activation above about 50%; inconclusive = mostly about 30% to 49%; also: 0% is about no effect
#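 Readout is EGFP and DsRed signal by fluorescent plate cytometry after 18 h at 37 degrees C. Transgenic mouse T cells (750/well) received compound for 60 min before bead stimulation (anti-CD3, anti-CD4, anti-CD28); memory T cells served as non-tolerant control.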
# EPAC2 agonist – EPAC2 (human) agonism | Potency, µM (titrated, usually from 154 µM), inactives show top-dose activation, most hits filed as activators | actives 0.079% (n = 360,000) | Q8WZA2 | EPAC2 activation, biochemical qHTS; response scale: 100% = 6.5 mM cAMP response; also: potency is read from the fitted curve at half-maximal effect; nearly all actives have a fitted effect of over 50% in size
# Target sequence (Q8WZA2 whole entry, looked up): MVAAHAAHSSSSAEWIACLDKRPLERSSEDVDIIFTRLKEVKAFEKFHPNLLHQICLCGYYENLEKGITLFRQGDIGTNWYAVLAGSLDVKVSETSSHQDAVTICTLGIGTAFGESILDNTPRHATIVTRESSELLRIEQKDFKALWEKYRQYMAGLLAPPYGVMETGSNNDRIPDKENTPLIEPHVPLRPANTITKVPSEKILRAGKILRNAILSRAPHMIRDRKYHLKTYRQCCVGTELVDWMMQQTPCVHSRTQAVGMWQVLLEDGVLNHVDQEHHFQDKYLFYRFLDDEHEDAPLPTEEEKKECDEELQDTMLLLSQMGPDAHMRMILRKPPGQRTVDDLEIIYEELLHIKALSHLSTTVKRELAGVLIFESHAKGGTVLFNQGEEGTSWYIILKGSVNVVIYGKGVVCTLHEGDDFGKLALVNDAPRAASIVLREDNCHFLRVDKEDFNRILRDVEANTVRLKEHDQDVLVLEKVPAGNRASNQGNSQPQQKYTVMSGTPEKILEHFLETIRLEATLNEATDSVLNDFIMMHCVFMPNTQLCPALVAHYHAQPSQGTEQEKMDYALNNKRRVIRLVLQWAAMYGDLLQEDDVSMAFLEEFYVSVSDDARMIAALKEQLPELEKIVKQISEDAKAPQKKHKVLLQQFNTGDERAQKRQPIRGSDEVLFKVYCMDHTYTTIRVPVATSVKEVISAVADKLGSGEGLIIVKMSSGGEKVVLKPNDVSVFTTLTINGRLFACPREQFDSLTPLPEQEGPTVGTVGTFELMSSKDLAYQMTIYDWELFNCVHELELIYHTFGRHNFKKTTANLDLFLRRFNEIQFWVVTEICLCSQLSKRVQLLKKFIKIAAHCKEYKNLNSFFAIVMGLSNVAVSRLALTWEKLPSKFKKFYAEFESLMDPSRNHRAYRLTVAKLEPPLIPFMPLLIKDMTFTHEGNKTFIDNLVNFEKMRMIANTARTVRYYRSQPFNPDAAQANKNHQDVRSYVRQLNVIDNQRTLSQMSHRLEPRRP
#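 Nucleotide exchange monitored as fluorescence drop when BODIPY-GDP leaves Rap1B. Reaction: 100 nM EPAC2, 250 nM RAP1B-BODIPY-GDP, 50 uM GDP, room temperature, kinetic read over 30 min. Activity expressed relative to 6.5 mM cAMP.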
# HepG2 viability – HepG2 cytotoxicity, counter-screen for TGF-b inhibitors. HepG2 CAGA-GFP viability, ATP luminescence, 18 h. Potency, µM (top dose mostly 46.1 µM), without a hit: top-dose activity change, negative = cytotoxicity, most hits filed as cytotoxic. actives 0.76% (n = 410,000); also: potency is read from the fitted curve at half-maximal effect; some results filed as inactive show a strong effect at the top dose
#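 HepG2 CAGA-GFP cells (1000/well, DMEM with 1% FBS) received compound, then TGF-beta at 500 pg/mL final, and were incubated 18 hours at 37 degrees C. Viability was read by CellTiter-Glo luminescence. Media-only wells were set as complete cell-killing and DMSO as no toxicity.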
# ATXN2 expr inh – ATXN2 expression inhibition; Potency, µM (titrated, usually from 57 µM), without a hit: top-dose activity change, negative = inhibition, actives largely listed as inhibitors; actives 0.72% (n = 360,000); HEK-293 ATXN2-luciferase reporter, luminescence, 24 h; also: potency is read from the fitted curve at half-maximal effect; % is scaled to controls: 0 for no effect and ±100 for the full control effect; nearly all actives have a fitted effect of over 55% in size
#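 ATXN2-luciferase reporter cells (luciferase flanked by upstream and downstream ATXN2 gene portions) were treated 24 h at 37 °C with compounds at up to 57 uM. SteadyGlo luminescence gave expression; GF-AFC fluorescence gave viability.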
# S2 tox – reduces viability in counter-screen for ATXN expression inhibitors. S2 cells (HEK-293 line with an ATXN2-luciferase reporter) viability, CellTiter-Fluor protease fluorescence, 24 h. Potency, µM (titrated, usually from 56.7 µM), usual class: cytotoxic. AID 651635. actives 0.49% (n = 400,000); also: potency is read from the fitted curve at half-maximal effect; nearly all actives have a fitted effect of over 40% in size
# * hit, by the source's call; i = inactive; ? = inconclusive; . = not tested or not shown; & = joins results of further samples; [ ] = remark or other dose. Unless noted, calls follow the shape of the dose curve; as a rule, active = well fitted curve in the direction sought with a large enough effect; inconclusive = small, poorly fitted or top-dose-only effect, or another doubt; inactive = no such curve, though single readings can be large; an effect the other way counts as inactive or inconclusive.
# Start of the listing, in advance:
SMILES,Nrf2 block,A549 tox,TGFb inhibitor,Nrf2 activator,IL2 activator,EPAC2 agonist,HepG2 viability,ATXN2 expr inh,S2 tox
O=C(Nc1ccsc1C(=O)NC1CC1)c1ccccc1,-2%,-6%,?,0.1%,-1.6,5%,-5%,-5%,i
CC(NC(=O)/C(C#N)=C/c1ccc(Cl)c([N+](=O)[O-])c1)c1ccccc1 (stereo not drawn),2%,-3%,?,-4.2%,-0.4,26%,-112%,.,22µM*
Cn1nnc2cc(C(=O)Nc3ccc4ccccc4c3)ccc21,?,-2%,-2%,3.1%,-2.1,-5%,16%,.,i
COc1ccc(OC)c(NC(=O)Cn2c(=O)n(-c3ccc(Cl)cc3)c(=O)c3c(C)c(C)sc32)c1,2%[9.27 µM],-15%,7%,-0.8%,.,.,-12%,8%,i
COc1ccc(CCNC(=O)C2CCCN(S(=O)(=O)N3CC(C)CC(C)C3)C2)cc1OC (stereo not drawn),-7%,1%,-4%,-0.9%,-0.3,-15%,-5%,4%,i
O=C(COC(=O)/C=C/c1ccccc1[N+](=O)[O-])NCC1CCCO1 (stereo not drawn),2%,5%,-3%,24%,2.7,6%,7%,-18%,i
O=C(NCC(O)c1ccc([N+](=O)[O-])cc1)C1=COCCO1 (stereo not drawn),-8%,-7%,0%,-2.2%,-0.2,12%,-12%,0%,i
Cc1ccc2nc3c(cc2c1)c(NC(=O)c1ccccn1)nn3CC(C)C,-17%,-12%,-10%,-0.3%,-0.8,4%,-5%,.,.
COc1cccc(N=Nc2ccc3cccnc3c2O)c1,-24%,-19%,?,-1.3%,-2.5,5%,-10%,.,.
COC(=O)[C@@H]1[C@H]2C[C@H]3c4[nH]c5ccccc5c4CCN3C[C@@H]2CC[C@@H]1O,2%&-3%,-1%&-1%,10%&-17%,-1.1%&4.2%,1.2&1.3,-3%&6%,-21%&-9%,1%&3%&-1%,i
CCOc1ccc(S(=O)(=O)N2CCN(CCNS(=O)(=O)c3ccc(C)cc3)CC2)cc1,5%,-6%,-10%,-0.8%,-2.3,6%,-8%,-2%,i
C/C(=N\NC(=O)C(=O)N/N=C(\C)c1cccc(O)c1)c1cccc(O)c1,5%,3%,8%,2.9%,0.7,3%,1%,17%,i
Cc1cccc(NC(=O)CNC(=O)CNC(=O)Cc2ccccc2)c1,1%,4%,-5%,1.4%,-0.5,3%,2%,4%,i

# This part in full, repeating the preview:
SMILES,Nrf2 block,A549 tox,TGFb inhibitor,Nrf2 activator,IL2 activator,EPAC2 agonist,HepG2 viability,ATXN2 expr inh,S2 tox
O=C(Nc1ccsc1C(=O)NC1CC1)c1ccccc1,-2%,-6%,?,0.1%,-1.6,5%,-5%,-5%,i
CC(NC(=O)/C(C#N)=C/c1ccc(Cl)c([N+](=O)[O-])c1)c1ccccc1 (stereo not drawn),2%,-3%,?,-4.2%,-0.4,26%,-112%,.,22µM*
Cn1nnc2cc(C(=O)Nc3ccc4ccccc4c3)ccc21,?,-2%,-2%,3.1%,-2.1,-5%,16%,.,i
COc1ccc(OC)c(NC(=O)Cn2c(=O)n(-c3ccc(Cl)cc3)c(=O)c3c(C)c(C)sc32)c1,2%[9.27 µM],-15%,7%,-0.8%,.,.,-12%,8%,i
COc1ccc(CCNC(=O)C2CCCN(S(=O)(=O)N3CC(C)CC(C)C3)C2)cc1OC (stereo not drawn),-7%,1%,-4%,-0.9%,-0.3,-15%,-5%,4%,i
O=C(COC(=O)/C=C/c1ccccc1[N+](=O)[O-])NCC1CCCO1 (stereo not drawn),2%,5%,-3%,24%,2.7,6%,7%,-18%,i
O=C(NCC(O)c1ccc([N+](=O)[O-])cc1)C1=COCCO1 (stereo not drawn),-8%,-7%,0%,-2.2%,-0.2,12%,-12%,0%,i
Cc1ccc2nc3c(cc2c1)c(NC(=O)c1ccccn1)nn3CC(C)C,-17%,-12%,-10%,-0.3%,-0.8,4%,-5%,.,.
COc1cccc(N=Nc2ccc3cccnc3c2O)c1,-24%,-19%,?,-1.3%,-2.5,5%,-10%,.,.
COC(=O)[C@@H]1[C@H]2C[C@H]3c4[nH]c5ccccc5c4CCN3C[C@@H]2CC[C@@H]1O,2%&-3%,-1%&-1%,10%&-17%,-1.1%&4.2%,1.2&1.3,-3%&6%,-21%&-9%,1%&3%&-1%,i
CCOc1ccc(S(=O)(=O)N2CCN(CCNS(=O)(=O)c3ccc(C)cc3)CC2)cc1,5%,-6%,-10%,-0.8%,-2.3,6%,-8%,-2%,i
C/C(=N\NC(=O)C(=O)N/N=C(\C)c1cccc(O)c1)c1cccc(O)c1,5%,3%,8%,2.9%,0.7,3%,1%,17%,i
Cc1cccc(NC(=O)CNC(=O)CNC(=O)Cc2ccccc2)c1,1%,4%,-5%,1.4%,-0.5,3%,2%,4%,i
COc1cc(CCC(=O)NC2(C)CCS(=O)(=O)C2)cc(OC)c1OC (stereo not drawn),6%,-2%,5%,-0.4%,0.9,5%,4%,1%,i
COc1ccc2c(c1)C(O)C(CO)C(C(=O)O)C2 (stereo not drawn),-4%,-1%,-19%,-0.7%,-2.4,-3%,-14%,1%,i
CCc1nnc(SCC(=O)Nc2ccc(N3CCN(S(C)(=O)=O)CC3)cc2)o1,-28%,?,20%,-0.7%,1.3,-4%,11%,-11%,i
CN1C(C(=O)NCCc2cccs2)CC2Cn3c(nc4ccccc43)C21 (stereo not drawn),1%,0%,-2%,-0.1%,-0.4,1%,-2%,4%,i
CCNC(=O)OCc1cn(-c2ccc(Cl)cc2)nn1,14%,0%,10%,-0.7%,-0.4,7%,8%,-12%[11.3 µM],i
C[C@@H]1CN([C@H](C)CO)C(=O)CCCn2cc(nn2)CO[C@H]1CN(C)S(=O)(=O)c1ccc(C#N)cc1,.,.,21%,-0.1%,0.7,7%,-8%,-7%,?
O=C(CN(c1ccc(F)cc1)S(=O)(=O)c1ccc2c(c1)OCCO2)NCc1ccccc1,?,?,?,0.2%,-0.2,2%,-40%,2%,i
CCc1cccc(CC)c1N1C(=O)COCC1=O,.,.,-2%,-0.8%,-0.9,-3%,-1%,.,i
COc1ccc(CSc2nnnn2-c2ccccc2)cc1,-15%,-2%,-1%,-0.8%,-0.3,3%,-27%,5%,i
O=C(CSc1nnc2c(n1)[nH]c1ccc(F)cc12)N1CCOCC1,-7%,3%,34%,0.2%,-0.4,1%,-2%,29%,i
O=C(c1ccsc1)N1CCCC(Nc2cccc(F)c2)C1 (stereo not drawn),-9%,1%,15%,-0.9%,-0.3,13%,-1%,4%,i
CC(C)(C)c1ccc(-c2nc(C=O)c3ccccn23)cc1,?,-7%,1%,3.0%,1.8,-4%,-4%,32%,i
Cc1nc(C(=O)NNC(=O)c2ccc(Cl)cc2)c(C(F)(F)F)o1,?,-6%,-13%,-0.2%,-2.8,16%,-31%,?,?
CC12CCC(c3c(C(=O)Nc4nccs4)nn(-c4ccccc4)c31)C2(C)C (stereo not drawn),?,-21%,9%,22%,-1.5,10%,-43%,0%,i
NC(=O)SCC(=O)Nc1ccccc1C(=O)O,-10%,-4%,-1%,4.0%,-0.4,9%,-13%,.,i
O=C(COC(=O)c1ccc(Cl)nc1)NCCc1ccccc1,1%,1%,-7%,-0.6%,-0.2,0%,-71%,5%,i
Cc1ccc(C)c(NC(=O)/C(C#N)=C/c2cn(CC(=O)NCc3ccco3)c3ccccc23)c1,-11%,-5%,?,-0.6%,-1.4,0%,-9%,-6%,i
Cc1cc(C)nc(NCCO)n1,1%,2%,2%,-0.2%,0.5,9%,-46%,-16%,i
CCC(=O)Nc1ccc(NC(=O)CSc2nnnn2CC)cc1C,29%,-6%,6%,-0.3%,0.7,-2%,-2%,-1%,i
COCCn1nnnc1C(c1ccc(OC)cc1)N1CCN(C(=O)c2ccco2)CC1 (stereo not drawn),-9%,5%,-20%,-0.7%,-1.2,3%,-30%,-11%,i
Cc1cccc(C)c1Nc1sc(C(=O)c2ccccc2)c(N)c1C(=O)Nc1ccc(F)cc1,.,-12%,11µM*,4.5%,.,.,-57%,?,.
CCC(CO)Nc1ccn2nc(-c3cccc(Cl)c3)cc2n1 (stereo not drawn),.,.,-6%,8.3%,1.3,10%,-36%,54%[activator],i
Nc1ccc2nc(SCC(=O)N3CCOCC3)sc2c1,26%,-1%,12%,7.2%,-0.2,-7%,5%,49%[activator],i
CC(C)Cc1cc(C(C)(C)C)ccc1OC(=S)N(C)C,-14%,11%,0%,-1.5%,-3.1,-7%,-28%,-5%,i
COc1ccc(/C=C2\N=C3CCCCCN3C2=O)cc1OC,15%,4%,0%,4.2%,-3.2,-1%,-17%,16%,i
Cc1cccc(-n2ncc(C(=O)N3CCN(C4CCCCC4)CC3)c2C2CCN(C(=O)OC(C)(C)C)CC2)c1,-2%,?,8.9µM*,3.6%,.,.,-18%,.,.
Cn1cnc(S(=O)(=O)N2CCC(C(=O)NCc3ccc(Cl)cc3)CC2)c1,.,3%,2%,-0.2%,.,.,5%,.,.
NC1=NC[C@@H](Cc2ccc(O)cc2)N1CCCCC1CCCCC1,26%,-4%,-1%,-3.5%,0.9,5%,-18%,-4%,i
